MITF TRPM1 HTS: activators of MITF-driven TRPM1 promoter reporter, primary screen, cell-based, SK-MEL-5, luciferase, single point. SK-MEL-5 TRPM1-promoter luciferase, 24 h; % of positive control, neutral wells = 0. activation, % at 12.5 µM. 0.75% of 300,000 active. AID 588334, 2011;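 active = mean activation of at least 80% with every replicate also reaching 80%; inconclusive = mean reaches 80% but some replicate falls short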;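 also: 0% = neutral control wells and 100% = parthenolide positive control wells; values of inactives mirror those of a sister screen read the other way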
CAL PDZ FP-1: untagged CAL PDZ binding inhibitors, primary screen, biochemical, fluorescence polarization, HTS; purified CAL PDZ, TMR-peptide fluorescence polarization, 1 h; 0.92% of 300,000 active; inhibition, % at 24.9 µM; AID 602252, 2012;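 active = mean inhibition of at least 30% with at least half of replicates also reaching 30%; inconclusive = no clear call, values can overlap the other calls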;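 also: 0% = DMSO neutral control and 100% = excess unlabeled competitor peptide PRC23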
Rtt109 Vps75: inhibitors of C. albicans Rtt109/Vps75 HAT, primary screen, biochemical, ThioGlo CoA-SH fluorescence, plate reader | Histone acetyltransferase RTT109 (Candida albicans (strain SC5314 / ATCC MYA-2876)), … | purified Rtt109/Vps75, 4 h | inhibition, % at 34.9 µM | 0.16% of 330,000 active | AID 540336, 2011;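 active = inhibition of at least 50% in every replicate; inconclusive = best replicate reaches 50% inhibition but some replicates fall short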
Target sequence (Q5AAJ8 whole entry, looked up): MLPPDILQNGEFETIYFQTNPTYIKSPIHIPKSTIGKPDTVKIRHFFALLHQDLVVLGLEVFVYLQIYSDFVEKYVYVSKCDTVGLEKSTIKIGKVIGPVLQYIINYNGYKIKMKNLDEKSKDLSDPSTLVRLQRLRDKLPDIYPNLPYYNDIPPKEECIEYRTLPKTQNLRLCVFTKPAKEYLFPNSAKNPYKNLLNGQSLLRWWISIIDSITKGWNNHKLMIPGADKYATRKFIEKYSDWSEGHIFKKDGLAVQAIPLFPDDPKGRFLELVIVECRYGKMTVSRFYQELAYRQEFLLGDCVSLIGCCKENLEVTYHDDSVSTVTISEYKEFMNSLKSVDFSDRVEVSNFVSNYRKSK
V-ATPase pHluor: regulators of yeast V-ATPase proton pumping, primary screen, pHLuorin cytosolic pH fluorescence; S. cerevisiae; response, % at 10 µM; 0.37% of 350,000 active; in the data active = response mostly above about 7.3%, no sharp cut-off; inactive = mostly below about 5.4%; also: actives read high; inactives centre near 0; some compounds called inactive have numbers as strong as hits
Tat transport: E. coli Tat export inhibitors, primary screen, MC4100, TorA-mCherry reporter, fluorescence, single point. inhibition, % at 10 µM. 0.036% of 340,000 active. AID 488895, 2010;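 active = mean replicate inhibition at least 50% and at least half of replicates individually reaching 50%; inconclusive = only one of the two criteria met; inactive = neither criterion met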;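 also: exported cargo escapes ClpAP degradation while cytoplasmic cargo is degraded and loses fluorescence; 0% = median of neutral control wells and 100% = median of NaSCN control wells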
Wnt bcat act: Wnt/beta-catenin pathway activators, primary screen, cell-based, plate reader, single point; AID 743398, 2014; activation, % at 9.35 µM; Wnt/beta-catenin reporter cell assay, activator; 1.2% of 300,000 active; in the data active = activation above about 30%, passing the limit was not always enough; inconclusive = no clear call, values can overlap the other calls;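 also: 0% = neutral control wells and 100% = positive control wells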
dFosB activator: activators of delta FosB homodimer, primary screen, biochemical, fluorescence polarization, TAMRA-CDK5 oligo, single point | Protein FosB (Mus musculus), P13346 | activation, % at 25 µM | purified delta FosB; percent of positive-control signal above neutral wells | 0.99% of 340,000 active;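 active = mean activation above about 17%, with every replicate also reaching it, limit read from the data, passing the limit was not always enough; inconclusive = only one of the two conditions met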;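 also: fluorescence polarization rise as delta FosB binds a TAMRA Cdk5 AP-1 oligo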
CDK5 inh: inhibitors of human CDK5/p35 kinase, primary screen, biochemical, single concentration | Cyclin-dependent kinase 5 (Homo sapiens) + Cyclin-dependent kinase 5 activator 1 (Homo … | Recombinant CDK5/p35, ADP-Glo luminescence, 60 min | inhibition, % at 10 µM | 0.01% of 330,000 active;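 active = highest replicate inhibition of at least 50% and at least 75% of replicates reaching 50%; inconclusive = only one of the two criteria met; inactive = both criteria failed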;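 also: plate controls were DMSO neutral control for no effect and GW8510 at 10 µM for full effect; many of its hits are not listed in these tables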
Target sequence (Q00535 whole entry, looked up): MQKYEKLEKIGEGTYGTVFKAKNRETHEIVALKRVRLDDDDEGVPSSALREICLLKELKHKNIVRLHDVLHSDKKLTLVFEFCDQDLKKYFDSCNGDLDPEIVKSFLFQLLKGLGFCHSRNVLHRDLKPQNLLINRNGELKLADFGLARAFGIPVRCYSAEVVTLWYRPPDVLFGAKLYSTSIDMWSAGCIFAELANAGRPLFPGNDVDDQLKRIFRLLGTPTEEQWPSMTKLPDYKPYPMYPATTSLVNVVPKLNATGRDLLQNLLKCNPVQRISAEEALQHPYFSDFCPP
Target sequence (Q15078 whole entry, looked up): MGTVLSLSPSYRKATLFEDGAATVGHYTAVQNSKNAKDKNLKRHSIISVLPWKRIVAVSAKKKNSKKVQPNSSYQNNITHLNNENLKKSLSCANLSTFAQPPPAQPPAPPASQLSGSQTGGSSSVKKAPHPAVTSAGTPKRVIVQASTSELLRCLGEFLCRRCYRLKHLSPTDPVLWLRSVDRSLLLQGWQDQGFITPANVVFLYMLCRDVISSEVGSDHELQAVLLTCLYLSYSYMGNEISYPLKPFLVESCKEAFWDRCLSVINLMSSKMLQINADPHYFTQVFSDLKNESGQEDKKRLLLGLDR
cardiac RTF act: cardiac RTF calcium sensitivity activators, primary screen, biochemical, IANBD-TnC fluorescence, EC20 calcium; Troponin I, cardiac muscle (Homo sapiens) + Troponin T, cardiac muscle (Homo sapiens) + …; IANBD-labeled TnC RTF fluorescence at EC20 calcium; 0% EC20 calcium, 100% full calcium; activation, % at 7.2 µM; AID 493008, 2010; 0.24% of 340,000 active;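 active = activation above the mean over all tested compounds plus 3 SD, cut at about 30% in these data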;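 also: rise in fluorescence read as greater calcium sensitivity of cardiac thin filaments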
CAL PDZ FP-2: CAL PDZ peptide-binding inhibitors, primary screen, biochemical, fluorescence polarization, Cer-tagged CAL PDZ, HTS | AID 504414, 2011 | inhibition, % at 20 µM | purified CAL PDZ, TMR-peptide fluorescence polarization, 1 h | 0.02% of 330,000 active;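 active = highest replicate inhibition of at least 40%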;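 also: plate controls were DMSO neutral control wells for no effect and unlabeled competitor peptide control wells for full effect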
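material = purified tagged CAL PDZ domain construct (CerCALP) | buffer or medium = sodium phosphate/NaCl buffer pH 7.4 with TCEP, IgG, Thesit | reagent = TMR-labelled reporter peptide T*-PRC34 bound in PDZ groove | incubation = 1 h room-temperature incubation prior to read | measured by = fluorescence polarization (mP) | evaluation = percent inhibition from loss of millipolarization | control set = unlabelled peptide and DMSO controls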
The depositor's hits bear a star; ? = inconclusive; . = not tested or not shown.

nr	MITF TRPM1 HTS	CAL PDZ FP-1	Rtt109 Vps75	V-ATPase pHluor	Tat transport	Wnt bcat act	dFosB activator	CDK5 inh	cardiac RTF act	CAL PDZ FP-2	Structure
1	-1	-7	0	-1	-5	-2	-13	-2.6	-2	-1.4	COc1ccc(Cl)cc1NC(=O)CN(C)CC(=O)NCc1ccc(F)cc1
2	8	-6	11	3	5	2	-5	-0.5	-1	-3.4	CC(Sc1nc(N2CCCCC2)c2c(c1C#N)CCCC2)C(=O)O (stereo unspecified)
3	6	7	-1	3	-9	15	-7	0.0	.	-0.3	O=C(C[n+]1ccccc1)N/N=C/c1ccccc1F
4	-3	-2	-4	3	0	.	-10	-1.2	7	-3.1	CC(=O)c1cccc(NC(=S)NC(=O)c2ccccc2Cl)c1
5	3	-5	1	-1	-1	.	1	0.3	2	-2.1	CC(C)c1ccc(NS(=O)(=O)c2ccc3[nH]cc(C(=O)N4CCC(C(N)=O)CC4)c(=O)c3c2)cc1
6	3	-4	1	-2	?	2	-18	0.4	1	-0.3	CC(C(=O)NC1CCCC1)N1CCN(S(=O)(=O)c2ccc(C(C)(C)C)cc2)CC1 (stereo unspecified)
7	11	-6	-1	0	-2	-1	0	-0.3	-4	-1.6	Cc1ccc(C)c(N2N=C(C(=O)Nc3cccnc3)CCC2=O)c1
8	3	0	-7	-4	-1	-1	0	0.7	5	.	CC(C)=CC(=O)N1CC[C@@H](N2CCN(c3ccccc3F)CC2)[C@H](O)C1
9	-13	-10	0	-2	8	.	-4	4.1	0	-1.3	COCCn1c(SCc2ccc(C(=O)OC)o2)nc2ccccc2c1=O
10	-1	16	2	1	0	-3	-8	0.2	-3	-0.2	CCc1ccc(NC(=O)CCCN2C(=S)NC(C)(C)CC2C)cc1 (stereo unspecified)
11	17	-5	-6	-4	5	0	1	-0.1	3	-1.1	O=C(Cc1cccc2ccccc12)Nc1ccccc1C(=O)O
12	6	.	6	3	-7	-1	-12	1.5	0	-0.3	O=C(NN1C(=O)c2ccccc2NC1c1ccoc1)c1ccc([N+](=O)[O-])cc1 (stereo unspecified)
13	-2	-2	3	-5	0	.	-5	0.3	8	-1.1	CCn1c(SCc2nc3ccccc3nc2C)nnc1-c1cccs1
14	.	.	-1	-3	5	1	0	0.0	6	-1.7	CCCn1c(CCNC(=O)c2cccs2)nc2ccccc21
15	-39	-4	6	-2	-5	.	1	-3.0	8	-0.4	CCOC(=O)/C(=C\c1ccc([N+](=O)[O-])o1)NC(=O)c1ccccc1
16	5	-3	0	3	8	-4	1	-5.2	3	0.5	CCOc1ccc(NC(=O)C(C)N2C(=O)c3ccccc3S2(=O)=O)cc1 (stereo unspecified)
17	8	-4	3	-2	17	3	-1	1.9	2	-2.3	Cc1ccc(C(=O)Nc2cccc(C(=O)NCc3ccccc3)c2)cc1
18	3	-1	-7	-5	6	1	2	-0.9	4	-0.2	CCN1C(=O)CC(c2ccccc2)CC1=O
19	-1	8	0	-2	10	-1	1	1.5	-2	0.5	C/C(=C\c1ccccc1)CN1CCC(C(=O)N2CCCCC2)CC1
20	11	-5	6	2	8	.	-2	0.1	-5	.	CCCN(CCC)CCCNC(=O)c1cn(CCOC)c(=O)c2c1c1ccccc1n2C
21	-4	-5	-10	1	-6	0	-2	-0.7	-3	-0.9	CC(C)c1nc2cc(C(=O)NC(c3cccnc3)C(F)(F)F)ccc2o1 (stereo unspecified)
22	-4	-5	1	-3	-5	-1	-7	-0.6	4	-0.2	Cc1cccc(NS(=O)(=O)c2cccc(C(=O)NCC(c3ccco3)N(C)C)c2)c1 (stereo unspecified)
23	.	1	-7	3	-1	-7	-4	1.6	9	-4.8	CCN(CC)C(=O)CSc1nnc(-c2ccc(O)cc2)n1CC1CCCO1 (stereo unspecified)
24	-21	-5	4	-3	0	-1	-7	0.3	1	-3.1	Cc1nc(N(C)Cc2ccccc2)c2c(C)c(C)sc2n1
25	4	.	10	-2	-2	.	-6	-1.3	-4	-2.4	CCc1nnc2sc(-c3cc(-c4ccccc4)nc4ccccc34)nn12
26	0	-4	-3	3	-7	1	-3	1.1	1	-0.4	O=C(NCc1ccncc1)Nc1ccc(Cl)cc1Cl
27	6	-1	4	0	4	-6	116*	-1.0	-2	-0.1	O=C(C[C@H]1C/C=C\CC[C@@H](Cc2ccc(F)cc2)C(=O)O[C@@H](c2ccccc2)CNC1=O)N[C@@H](CO)Cc1ccccc1
28	.	2	0	-1	5	-1	-2	2.1	0	1.8	COc1ccc(/C=C2/C(=O)N(c3c(F)c(F)c(F)c(F)c3F)N=C2C)cc1
29	-36	-13	1	0	4	.	-8	0.7	6	.	Cc1nnc(NC(=O)CCCOc2ccccc2)s1
30	6	5	-5	-1	0	1	1	0.9	1	-1.3	COC(CNC(=O)c1ccc2c(c1)nc(C)n2-c1cccc(C)c1)OC
31	-12	-3	1	2	-13	-4	-4	14	5	-0.6	CCOC(=O)N1CCN(C(=O)Nc2sc3nc4n(c(=O)c3c2C)CCC(C)CC4)CC1 (stereo unspecified)
32	6	3	-4	1	6	1	-2	-0.9	1	-1.1	NC(=O)C1CCCN(CC(=O)N2CCN(c3ccccc3)CC2)C1 (stereo unspecified)
33	6	5	-2	1	2	2	-1	1.4	-3	-2.3	Cc1ccc(N2CC(C(=O)N/N=C/c3c(F)cccc3Cl)CC2=O)cc1 (stereo unspecified)
34	2	-4	-4	4	-5	0	0	0.4	3	-2.6	O=C(COC(=O)CSc1ccc([N+](=O)[O-])cc1)NCc1cccs1
35	.	-2	4	6	3	-1	-11	0.5	-6	-1.3	CCn1ncc2c(OCc3ccc(C#N)cc3)cc(C)nc21
36	2	-4	2	5	11	-2	-5	0.5	5	0.1	CCCc1nc2c(s1)CCc1onc(-c3ccc(Br)cc3)c1-2
37	2	.	-22	6	3	.	-5	0.0	4	-3.1	COc1ccc(-c2cc(C(=O)Nc3ccccc3SC)no2)cc1OC
38	14	-4	0	-1	-3	-2	-1	0.5	-5	0.7	O=C1[C@@H](Oc2ccccc2)[C@@H](c2ccccc2)N1c1ccccc1
39	-4	-4	-3	3	-10	-3	-11	0.9	0	-1.6	O=C(CSc1ccsc1[N+](=O)[O-])Nc1cccc(F)c1
40	-14	-5	7	1	-3	-2	-2	-0.1	1	18	O=C(CSc1ccccn1)Nc1cccc2ccccc12
41	46	.	?	12	0	9	-5	-0.3	31*	-0.9	CCCN1CCc2c(sc(NC(=S)NC(=O)c3ccccc3)c2C#N)C1
42	-2	.	-30	-3	1	1	5	2.4	-3	-0.2	COc1ccc(NC(=O)CC(NC(C)c2ccccc2)C(=O)O)cc1 (stereo unspecified)
43	-3	.	7	4	-5	-1	-5	1.4	-1	-3.6	O=S(=O)(NCCc1c[nH]c2ccccc12)c1ccccc1
44	-3	-2	0	-1	-3	.	-5	0.3	1	-0.1	CCc1ccc(NC(=O)Cn2c(SC)nc3ccccc32)cc1
45	-1	-3	-3	-2	-10	0	5	-1.9	0	-1.9	CC(OC(=O)CCc1ccccc1)C(=O)Nc1ncc(Cl)cc1Cl (stereo unspecified)
46	1	-3	1	-3	-1	-3	-4	0.6	-2	0.2	COC(=O)C1c2ccccc2-c2ccccc21
47	8	-3	1	-4	6	2	-5	1.5	-2	0.0	CC1(C)NC(=O)N(CC(O)CN(c2ccccc2)S(=O)(=O)c2ccccc2)C1=O (stereo unspecified)
48	.	.	4	0	-1	0	3	-3.6	0	0.1	COc1ccccc1/C=C/C=NC1C(=O)N(c2ccccc2)[N+](C)=C1C (stereo unspecified)
49	9	3	-18	-5	3	4	-8	-1.1	1	0.0	Cc1ccc(NC(=O)CC2SCCNC2=O)cc1[N+](=O)[O-] (stereo unspecified)
50	.	.	5	-1	-1	.	1	-4.6	-3	-2.1	C/C(=N\Nc1nc(-c2ccccn2)nc2ccccc12)c1ccc(F)cc1
51	7	2	-18	12*	0	0	-4	-0.2	-2	0.6	COc1cc(OC)c(C(=O)OCC(=O)Nc2nnc(-c3ccccc3)o2)cc1OC
52	-7	-1	-6	-1	-1	2	1	2.1	5	-0.8	CSc1cc(C)nc(N(C)C(C)=O)n1
53	-4	-4	3	-3	-4	-6	-11	-0.3	-8	-1.7	COc1ccc(CC(=O)Nc2nc(-c3ccc(F)c(F)c3)cs2)cc1OC
54	-94	-1	-4	2	2	-3	-9	0.3	3	0.2	COc1ccc(NC(=O)/C(Cl)=C(/Cl)S(=O)(=O)Cc2ccc(C)cc2)cn1
55	78	-4	1	0	-15	3	5	-0.1	-6	0.4	Nc1ccc(C#Cc2c(-c3ccsc3)oc3ccc(N4CCOCC4)cc23)cc1
56	.	65*	-4	1	6	-1	-4	-1.0	0	0.1	O=C(OCC(=O)N1CCCc2ccccc21)c1cc(S(=O)(=O)N2CCOCC2)ccc1O
57	4	2	0	-2	0	0	-4	-4.6	9	0.7	Cc1cnn(Cc2cccnc2)c1N
58	-33	-5	-4	-2	7	.	4	-2.3	3	1.1	O=C1c2ccccc2C(=O)c2cc(S(=O)(=O)Nc3ccccc3)ccc21
59	12	11	2	1	-7	-1	-5	-0.4	-3	0.3	COC(=O)CN(c1ccc(OC)cc1)S(=O)(=O)c1ccc(OC)c(OC)c1
60	-8	-3	8	-6	3	4	-1	-3.2	3	-1.6	CC(=O)Nc1ccc(S(=O)(=O)NCc2nnnn2-c2ccc(Cl)cc2)cc1

More results follow:
nr	MITF TRPM1 HTS	CAL PDZ FP-1	Rtt109 Vps75	V-ATPase pHluor	Tat transport	Wnt bcat act	dFosB activator	CDK5 inh	cardiac RTF act	CAL PDZ FP-2	Structure
61	6	-1	2	4	0	.	-1	-1.3	5	-0.6	COC(=O)CNC(=O)C(C)NC(=O)CNC(=O)OCc1ccccc1 (stereo unspecified)
62	5	.	-7	0	9	.	-9	-1.6	7	-2.4	COc1ccc(C2C3=C(CCCC3=O)Nc3c(-c4ccccc4)c(C)nn32)cc1 (stereo unspecified)
63	4	-5	-4	0	-6	-2	3	-1.5	-3	-0.8	CCOC(=O)[C@H]1[C@H]2COc3ccccc3[C@@H]2N2C(=O)c3cc(F)c(F)cc3NC(=O)[C@@]12C
64	-10	-4	.	-2	0	-1	-9	-0.7	2	-2.9	Cc1c(CN2CCc3c([nH]c4ccccc34)C2C2CCCCC2)cnn1C (stereo unspecified)

Compound activity deposited in PubChem by several laboratories.

This is a random part of the collection, and some 4.1% of all compounds hit somewhere here.
